Screening data deposited in PubChem by several laboratories.
UBC9 SUMO inh – inhibitors of human SUMOylation (UBC9); P63279; HTRF SUMOylation assay, SAE1/SAE2 + UBC9, in vitro; inhibition, % at 35 µM; 0.36% of 290,000 active; AID 2006; in the data active = inhibition above about 50%, passing the limit was not always enough; also: strong numbers were not always called active
Target sequence (P63279 whole entry, looked up): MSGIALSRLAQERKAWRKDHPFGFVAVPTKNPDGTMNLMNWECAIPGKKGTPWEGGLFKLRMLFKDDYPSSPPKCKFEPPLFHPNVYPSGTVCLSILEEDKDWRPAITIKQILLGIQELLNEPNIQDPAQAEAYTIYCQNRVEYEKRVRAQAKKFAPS
MEKK2mut PB1 HTS – signal of MEK5 binding to mutant human MEKK2 PB1 domain | percent response, % at 10 µM | AID 1530 | bead flow cytometry, Alexa488-MEK5 binding to MEKK2 mutant | 0.35% of 290,000 active; in the data active = percent response above about 24%, passing the limit was not always enough; also: inactives centre near 1; some results filed as inactive read as strong as hits; reference of the scale not given here
CRFBP-R2 block – antagonists of CRF-binding protein/CRF-R2 receptor complex | HEK293 CRF-R2/CRF-BP, CRF-induced calcium fluorescence | inhibition, % at 11.8 µM | 0.59% of 350,000 active | AID 588475;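 active = inhibition of the ligand-induced calcium signal above about 50% at the single tested concentration, limit read from the data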
DNA FID counter – fluorescent intercalator displacement, NS3 helicase counter-screen; DNA fluorescent intercalator displacement, fluorescence; inhibition, % at 7.9 µM; 0.17% of 290,000 active; AID 1845; in the data active = inhibition above about 37%;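 also: 0% = vehicle and 100% = reference compound; higher means more ethidium bromide displaced from hairpin DNA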
MEKK2wt PB1 HTS – raises or lowers MEK5 binding to wildtype human MEKK2 PB1 domain; Q9Y2U5; bead flow cytometry, Alexa488-MEK5 binding to MEKK2 WT; actives lie on both sides; binding response (% of control), % at 10 µM; 1.1% of 290,000 active; AID 1531; in the data active = binding response below about 67% or above about 130%
NS3 helicase inh – HCV NS3 helicase inhibition; NS3 helicase DNA unwinding, Cy5 molecular beacon fluorescence; inhibition, % at 10.9 µM; 0.56% of 290,000 active; AID 1800;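 active = inhibition above the mean of all tested compounds plus 3 SD, set per campaign, cut at about 35% in these data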;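 also: 0% = DMSO wells and 100% = thioflavine S control wells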
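Assay system – hepatitis C virus NS3 helicase domain fragment enzyme · Buffer or medium – MOPS pH 6.5, MgCl2, DTT, Tween20, BSA · Reagent – Cy5/quencher beacon DNA duplex and ATP to start · Compound – single 10.9 µM dose · Timing – 1 h at 25 °C · Technique – Cy5 beacon fluorescence read at start and 1 h · Measure – % inhibition of unwinding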
CRFR2-BP ag – agonists of human CRF-binding protein/CRF-R2 receptor complex. HEK293 CRF-R2/CRF-BP, calcium dye fluorescence (FLIPR); percent of saturating CRF peptide response. activation, % at 13.2 µM. 0.46% of 350,000 active;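 active = activation of at least 50%, plus an integration ratio under a set limit after plate pattern correction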;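 also: plate controls were neutral control wells without compound for no effect and CRF at EC100 for full effect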
MEKK3 PB1 HTS – MEKK3-MEK5 PB1 interaction, increase or decrease; bead-based flow cytometry, Alexa488-MEK5 binding to MEKK3; actives lie on both sides; 0 = blocked by unlabeled MEK5, 100 = vehicle; binding response (% of control), % at 10 µM; 1.4% of 290,000 active;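 active = binding response more than 3 SD above or below the average of its plate-row segment, actives on both sides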;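 also: Alexa488 bead fluorescence after subtracting the streptavidin-only scavenger bead signal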
Target sequence (Q99759 whole entry, looked up): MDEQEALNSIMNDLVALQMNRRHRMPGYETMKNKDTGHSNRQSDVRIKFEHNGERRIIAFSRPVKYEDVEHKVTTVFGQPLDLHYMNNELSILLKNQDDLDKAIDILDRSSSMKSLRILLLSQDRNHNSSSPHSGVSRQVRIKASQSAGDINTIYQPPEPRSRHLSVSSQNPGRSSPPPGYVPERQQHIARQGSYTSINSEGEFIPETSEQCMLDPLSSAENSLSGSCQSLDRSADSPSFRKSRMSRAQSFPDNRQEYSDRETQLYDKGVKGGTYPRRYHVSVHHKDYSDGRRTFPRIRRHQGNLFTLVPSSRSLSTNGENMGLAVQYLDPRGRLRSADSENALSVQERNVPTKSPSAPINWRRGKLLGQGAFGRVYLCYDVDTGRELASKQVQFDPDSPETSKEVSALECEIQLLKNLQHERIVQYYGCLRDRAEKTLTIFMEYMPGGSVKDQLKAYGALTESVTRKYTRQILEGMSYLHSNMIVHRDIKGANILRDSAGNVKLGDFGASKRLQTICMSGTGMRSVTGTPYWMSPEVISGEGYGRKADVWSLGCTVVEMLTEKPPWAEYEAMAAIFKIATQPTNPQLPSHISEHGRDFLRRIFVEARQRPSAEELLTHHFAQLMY
GalR3 antag – antagonists of human GalR3 | O60755 | HEK293 GalR3-CNG cAMP membrane potential fluorescence; galR3 body fused to GalR1 C-terminus | AID 651719 | 0.44% of 360,000 active | inhibition, % at 3 µM;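 active = inhibition above the screen-wide average plus 3 SD, cut at about 13% in these data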;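 also: forskolin and galanin both at EC90 stimulate the cells; cAMP rise reported by CNG channel membrane potential dye signal; 0% = forskolin plus galanin with DMSO and 100% = forskolin alone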
Target sequence (O60755 1-299 limits assumed): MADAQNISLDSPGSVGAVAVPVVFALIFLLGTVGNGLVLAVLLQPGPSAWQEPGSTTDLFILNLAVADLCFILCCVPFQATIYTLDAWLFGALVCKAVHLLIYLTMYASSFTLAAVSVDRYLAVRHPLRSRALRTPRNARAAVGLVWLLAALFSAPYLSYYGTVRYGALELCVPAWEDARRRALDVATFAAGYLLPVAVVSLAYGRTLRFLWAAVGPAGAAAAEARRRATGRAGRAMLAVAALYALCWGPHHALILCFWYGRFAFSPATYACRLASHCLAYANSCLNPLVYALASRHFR
An asterisk follows results filed as active; . = no result given.

item	Compound	UBC9 SUMO inh	MEKK2mut PB1 HTS	CRFBP-R2 block	DNA FID counter	MEKK2wt PB1 HTS	NS3 helicase inh	CRFR2-BP ag	MEKK3 PB1 HTS	GalR3 antag
1	CCOC(=O)c1ccc(NC(=O)c2cccnc2)cc1	-3	0	-6	-11	106	22	0.6	103	-7
2	O=C(NCc1ccncc1)c1cn(-c2ccccc2)nc1-c1cccnc1	9	-2	3	-10	102	-8	-0.7	93	-3
3	Cc1ccc(S(=O)(=O)NC(=O)Nc2cccc([N+](=O)[O-])c2)cc1	17	-1	0	-5	99	16	-1.4	98	-7
4	O=[n+]1c2c(n([O-])c3cc(F)c(F)cc31)CCCC2	32	5	-17	-15	103	13	-0.2	98	-2
5	COc1ccc(C2(C(=O)Nc3nncs3)CCCC2)cc1	11	1	-67	-14	104	5	3.7	104	-4
6	CCc1ccc2c(c1)c1nnc(NN)nc1n2CC	-5	2	25	-5	118	-37	-1.5	164*	5
7	CC(C)CC(NC(=O)C1CCC(=O)N1C(=O)OCc1ccccc1)C(=O)NC(Cc1ccccc1)C(N)=O (stereo unspecified)	16	-2	18	-31	100	-4	3.7	102	-11
8	Cc1nc2ccc(S(=O)(=O)N(C)CC(=O)NCc3ccc4c(c3)OCO4)cc2s1	8	-1	12	-3	97	0	4.3	102	-2
9	O=C(Cc1cccs1)NCc1cccc(Br)c1	5	1	6	-5	102	4	-8.2	101	-10
10	CCc1ccc2oc(-c3ccc(OC)cc3)cc(=Nc3cccc(C(=O)O)c3)c2c1	5	-8	-35	-31	94	-2	1.4	109	-7
11	CCC(C(=O)N1CCN(c2cccc(Cl)c2)CC1)c1ccccc1 (stereo unspecified)	-17	3	-1	-25	109	4	0.2	108	-6
12	CCOC(=O)C1CCN(c2cc(=O)n(-c3ccccc3Cl)c(=O)[nH]2)CC1	-5	-1	20	-6	101	-2	-1.7	96	-3

Single records (already shown). Values in the order: UBC9 SUMO inh, MEKK2mut PB1 HTS, CRFBP-R2 block, DNA FID counter, MEKK2wt PB1 HTS, NS3 helicase inh, CRFR2-BP ag, MEKK3 PB1 HTS, GalR3 antag
`CCOC(=O)C1CCN(c2cc(=O)n(-c3ccccc3Cl)c(=O)[nH]2)CC1` as listed: -5, -1, 20, -6, 101, -2, -1.7, 96, -3
`COc1ccc(C2(C(=O)Nc3nncs3)CCCC2)cc1` as listed: 11, 1, -67, -14, 104, 5, 3.7, 104, -4
`CCc1ccc2oc(-c3ccc(OC)cc3)cc(=Nc3cccc(C(=O)O)c3)c2c1` as listed: 5, -8, -35, -31, 94, -2, 1.4, 109, -7
`Cc1nc2ccc(S(=O)(=O)N(C)CC(=O)NCc3ccc4c(c3)OCO4)cc2s1` as listed: 8, -1, 12, -3, 97, 0, 4.3, 102, -2
`O=[n+]1c2c(n([O-])c3cc(F)c(F)cc31)CCCC2` as listed: 32, 5, -17, -15, 103, 13, -0.2, 98, -2

(continued)
item	Compound	UBC9 SUMO inh	MEKK2mut PB1 HTS	CRFBP-R2 block	DNA FID counter	MEKK2wt PB1 HTS	NS3 helicase inh	CRFR2-BP ag	MEKK3 PB1 HTS	GalR3 antag
13	CN1CCN(C(=O)C2=C[C@H](c3csc4ccccc34)C[C@H](OCc3ccc(CO)cc3)O2)CC1	-14	12	-6	-4	110	-19	-1.3	105	-7
14	O=C(CSc1nc2cc(Cl)ccc2s1)N1CCN(C(=O)c2ccco2)CC1	-5	4	12	-27	102	-11	10.0	105	-4
15	Cc1cccc([C@@H]2[C@@H]3C(=O)N(Cc4ccccc4)C(=O)[C@@H]3[C@]3(C)C(=O)N(c4cccc(Cl)c4)C(=O)N23)c1	-3	-11	-5	-22	88	9	1.4	94	-5
16	CCC(C)(C)n1nnnc1CN(Cc1ccc(Cl)cc1)Cc1ccco1	-6	.	31	-25	.	1	-0.8	.	-5
17	Cc1cccc(N2CCN(C(=O)c3cccc(N4C(=O)C5C6C=CC(C6)C5C4=O)c3)CC2)c1C (stereo unspecified)	7	-1	10	-77	95	-6	-0.4	95	-2
18	CC1=NN(Cc2ccccc2)C(=O)/C1=C\c1ccc(N(C)C)cc1	-21	4	22	-16	109	-9	-3.5	105	0
19	CCCSc1nnc(-c2c[nH]c3ccccc23)n1C	4	16	-7	-9	109	-5	1.3	112	.
20	COc1ccc(CN2CCNC(=O)C2CC(=O)N2CCc3ccccc3C2)c(OC)c1 (stereo unspecified)	10	-3	7	-12	100	-15	3.1	103	0
21	O=C(O)C1CSC(c2ccco2)N1 (stereo unspecified)	6	-6	-3	0	92	2	1.8	102	-4
22	Cc1cc(C)nc(N=Nc2c(O)n(Cc3ccc(Cl)cc3)c3ccccc23)n1	4	-2	4	-5	99	-7	-0.2	98	-3
23	CCCCn1c(NCc2ccccc2NS(=O)(=O)c2ccc(C)cc2)nc2ccccc21	-2	-2	12	-2	114	7	0.5	96	1
24	O=C(CN1CCN(c2ccc(Cl)cc2)CC1)c1ccc2c(c1)OCO2	-4	-10	0	-3	86	-6	0.2	81	-1
25	O=S(=O)(c1ccc(Cl)nc1)N1CCc2ccccc21	-6	5	4	-4	107	11	0.0	110	-1
26	c1ccc(-c2nc(NCC3CCCO3)c3ccccc3n2)nc1 (stereo unspecified)	-69	-4	-8	-2	100	6	7.1	100	-3
27	O=C(Nc1ccccc1)NC1CCCCC1	2	8	5	0	99	1	-0.6	101	-6
28	Cc1ccc(SCC(=O)c2cc(C)c(OC(=S)N(C)C)c(C)c2)cc1	1	8	9	-3	104	2	1.4	105	-6
29	COc1ccc(CC(=O)N/N=C(/C)CC(=O)N(C)c2ccccc2)cc1	7	2	-9	-18	101	-2	1.9	101	-4
30	O=C(CSc1nc(O)c(C2CCCCC2)c(=O)[nH]1)Nc1ccc(F)cc1	3	6	-12	-15	100	-2	-0.7	102	-8
31	O=C1CC[C@H](O)CCN1[C@H](CSc1ccccc1)Cc1ccccc1	8	0	-7	-25	104	6	-1.9	104	0
32	CN(c1ccc(C(=O)N2CCN(Cc3ccc4c(c3)OCO4)CC2)cc1)S(=O)(=O)c1ccccc1	-2	5	68*	-28	101	-7	-2.6	97	-7
33	COc1ccc(OC)c(NC(=O)CNC(=O)Cn2cnc3ccccc3c2=O)c1	19	-3	-14	-4	99	0	2.2	97	-2
34	O=C(NC(=O)c1cccc(F)c1)Nc1nc(-c2ccc(F)cc2)cc(C(F)(F)F)n1	18	-1	1	-4	98	-8	0.4	87	-4
35	COC(=O)[C@@]1(Cc2ccc(OC)cc2)[C@H]2c3cc(C(=O)N(C)C)n(CCc4ccc(OC)c(Br)c4)c3C[C@H]2CN1C(=O)c1ccccc1	-16	-5	.	-31	93	-30	.	95	.
36	CCOC(=O)Cc1csc(NC(=O)CSC2=NCCS2)n1	-3	7	-3	-13	107	4	0.2	105	-2
37	CC(=O)C(Sc1nnnn1-c1ccccc1)C(C)=O	27	1	3	-3	99	1	1.2	100	-2
38	Cc1ccccc1Nc1nc(N)nc(COC(=O)C(NC(=O)c2ccco2)C(C)C)n1 (stereo unspecified)	16	2	-6	-17	102	3	0.8	100	2
39	COC(=O)c1sc(C(=O)OC)c(C(=O)OC)c1C(=O)OC	7	0	7	-1	100	-1	-0.7	100	-12
40	Nc1ccc(S(=O)(=O)NC(=O)c2ccccc2)cc1	-14	6	18	-1	99	5	1.1	110	.
41	O=C(N/N=C/c1ccc(Cl)c([N+](=O)[O-])c1)c1ccc2nc[nH]c2c1	13	7	-10	9	109	-3	-0.8	111	-4
42	COC(=O)CN1C(=O)C(O)(CC(=O)c2ccccc2)c2ccccc21 (stereo unspecified)	-2	2	-3	-7	92	4	-0.2	97	-2
43	CC(Oc1ccc(F)cc1)C(=O)Nc1ccccc1N1CCCCC1 (stereo unspecified)	-14	5	-47	-30	101	5	19	101	-5
44	COc1ccccc1CN1CCSCC1	8	5	-9	5	106	1	1.1	108	-1
45	Cc1ccc(SCC(=O)n2nc(C)cc2C)cc1	-1	-2	3	1	98	-8	4.8	102	-2
46	COc1ccc(C(CC(=O)Nc2ccccc2OC)n2cccc2)cc1 (stereo unspecified)	-8	-2	27	-12	99	-3	-4.2	97	4
47	O=C(CNC(=O)c1ccco1)OCC(=O)c1ccccc1Cl	-12	-4	-6	-1	93	-9	-0.9	93	-6
48	O=C(c1cccs1)N1CCN(C2CCN(Cc3ccccc3)CC2)CC1	13	4	21	4	107	2	-1.1	104	-1
49	O=C(NCCCCl)C1CC(=O)N(CCc2ccc(F)cc2)C1 (stereo unspecified)	4	11	-4	0	111	4	2.7	104	-7
50	O=S(=O)(Nc1ccccc1Cl)c1ccc2[nH]c(=S)oc2c1	7	2	-8	-17	104	4	-0.4	103	-3
51	O=C(NCc1cccs1)c1csc2ccccc12	-20	6	7	-1	92	-2	-6.9	93	.
52	CCOC(=O)C1(Cc2cccc(F)c2)CCN(Cc2cnn(CC)c2)CC1	10	10	-2	9	99	4	-0.7	99	0
53	Cc1cc(=O)oc2c(C)c(OC(=O)c3ccco3)ccc12	19	-4	-35	-5	96	2	0.0	95	-4
54	FC(F)Oc1ccc(/C=N/N2CCCCC2)c(OC(F)F)c1	7	-10	.	0	87	-2	.	75	.
55	O=C(NCc1ccccc1)OCCN1CCN(Cc2ccccc2)CCC1=O	10	2	12	-12	96	-1	7.1	102	-6
56	COc1ccc2[nH]c(O)c(N=O)c2c1	-2	4	8	1	103	2	-1.6	109	-2
57	C#CCOCCOCCOCCNc1nc(N2CCN(C(=O)[C@H]([C@@H](C)CC)n3cc([C@@H](N)CO)nn3)CC2)nc(N2CCN(C(=O)[C@H]([C@@H](C)CC)n3cc([C@@H](N)Cc4ccc(O)cc4)nn3)CC2)n1	-6	22	4	34	134*	-62	-0.3	103	.
58	O=C(O)CSc1ncnc2scc(-c3ccc(Br)cc3)c12	-2	-3	1	-39	87	-16	1.4	95	-2
59	Cn1c(CN(O)S(=O)(=O)c2ccc(Cl)cc2)nnc1C(F)(F)F	17	5	17	0	104	4	0.8	100	-3

4 entries from above, set out differently:
55) O=C(NCc1ccccc1)OCCN1CCN(Cc2ccccc2)CCC1=O
  UBC9 SUMO inh = 10
  MEKK2mut PB1 HTS = 2
  CRFBP-R2 block = 12
  DNA FID counter = -12
  MEKK2wt PB1 HTS = 96
  NS3 helicase inh = -1
  CRFR2-BP ag = 7.1
  MEKK3 PB1 HTS = 102
  GalR3 antag = -6
57) C#CCOCCOCCOCCNc1nc(N2CCN(C(=O)[C@H]([C@@H](C)CC)n3cc([C@@H](N)CO)nn3)CC2)nc(N2CCN(C(=O)[C@H]([C@@H](C)CC)n3cc([C@@H](N)Cc4ccc(O)cc4)nn3)CC2)n1
  UBC9 SUMO inh = -6
  MEKK2mut PB1 HTS = 22
  CRFBP-R2 block = 4
  DNA FID counter = 34
  MEKK2wt PB1 HTS = 134*
  NS3 helicase inh = -62
  CRFR2-BP ag = -0.3
  MEKK3 PB1 HTS = 103
  GalR3 antag = .
58) O=C(O)CSc1ncnc2scc(-c3ccc(Br)cc3)c12
  UBC9 SUMO inh = -2
  MEKK2mut PB1 HTS = -3
  CRFBP-R2 block = 1
  DNA FID counter = -39
  MEKK2wt PB1 HTS = 87
  NS3 helicase inh = -16
  CRFR2-BP ag = 1.4
  MEKK3 PB1 HTS = 95
  GalR3 antag = -2
51) O=C(NCc1cccs1)c1csc2ccccc12
  UBC9 SUMO inh = -20
  MEKK2mut PB1 HTS = 6
  CRFBP-R2 block = 7
  DNA FID counter = -1
  MEKK2wt PB1 HTS = 92
  NS3 helicase inh = -2
  CRFR2-BP ag = -6.9
  MEKK3 PB1 HTS = 93
  GalR3 antag = .

Some of the compounds tested. The share of hits here may be higher or lower than overall.
